# Screening data (PubChem BioAssay)
# TAAR1 ag = human TAAR1 agonism; AID 624467; actives 0.99% (n = 360,000); activation, % at 3 µM; Q96RJ0; CHO RD-HGA16 TAAR1, Fluo-8 calcium fluorescence; vehicle wells 0%, saturating PEA agonist 100%;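 active = activation above the mean activation of all test compounds in the run plus 3 SD, cut at about 38% in these data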
# Target sequence (Q96RJ0 whole entry, looked up): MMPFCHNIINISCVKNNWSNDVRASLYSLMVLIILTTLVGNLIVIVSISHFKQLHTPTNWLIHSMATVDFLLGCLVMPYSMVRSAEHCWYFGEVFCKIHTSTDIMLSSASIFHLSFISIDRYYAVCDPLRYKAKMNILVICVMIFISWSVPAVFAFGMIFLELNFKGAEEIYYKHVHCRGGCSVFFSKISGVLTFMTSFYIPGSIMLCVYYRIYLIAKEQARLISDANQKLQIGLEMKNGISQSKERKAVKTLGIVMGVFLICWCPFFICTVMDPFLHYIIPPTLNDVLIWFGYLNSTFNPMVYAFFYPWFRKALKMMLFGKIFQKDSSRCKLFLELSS
#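 Benchmarks: low control DMSO, high control PEA (EC100); System: CHO RD-HGA16 cells carrying human TAAR1 plus Gα16; Detection: Fluo-8 fluorescence, 5 s baseline then 140 s kinetic read; Schedule: 17-24 h plating, Fluo-8 75 min 37 °C, 30 min RT; Read-out basis: % activation from peak over basal fluorescence ratio, DMSO-to-PEA scaled.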
# CHO-K1 Ca antag = counter-screen for M1 antagonists: effect in parental CHO-K1 cells; ATP-induced calcium, Fluo-8 fluorescence; inhibition, % at 3 µM; actives 0.6% (n = 360,000); AID 602250;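 active = inhibition above a per-plate cutoff, the plate's mean sample inhibition plus 3 SD, cut at about 24% in these data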;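 note: 0% = DMSO plus EC80 ATP and 100% = DMSO alone without ATP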
# V1R ag counter = activates human V1a receptor in oxytocin agonist counter-screen. AID 2797. CHO-V1R cells, Fluo-8 calcium fluorescence, agonist mode; 0% DMSO, 100% 3 nM vasopressin. actives 0.25% (n = 320,000). activation, % at 3 µM;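 active = activation above the mean activation of all tested compounds plus 3 SD, per screening run, cut at about 20% in these data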;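 note: signal is peak over basal fluorescence ratio across a 100 second FLIPR read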
# Target sequence (P37288 whole entry, looked up): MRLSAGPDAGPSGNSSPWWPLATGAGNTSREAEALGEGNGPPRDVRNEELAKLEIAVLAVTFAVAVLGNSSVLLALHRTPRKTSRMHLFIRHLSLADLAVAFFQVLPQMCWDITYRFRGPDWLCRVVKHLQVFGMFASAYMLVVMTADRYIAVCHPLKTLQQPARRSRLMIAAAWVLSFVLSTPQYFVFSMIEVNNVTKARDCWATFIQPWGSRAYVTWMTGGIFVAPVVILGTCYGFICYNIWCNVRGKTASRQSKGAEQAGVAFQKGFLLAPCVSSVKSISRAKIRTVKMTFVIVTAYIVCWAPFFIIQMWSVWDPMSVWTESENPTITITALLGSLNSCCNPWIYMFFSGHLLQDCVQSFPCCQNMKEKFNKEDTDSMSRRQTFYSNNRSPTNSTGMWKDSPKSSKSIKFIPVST
# CHO parental Ca = signal in parental CHO cells, OX1R antagonist counter-screen; inhibition, % at 5.6 µM; AID 463079; parental CHO-K1, ATP-induced calcium, Fluo-8 fluorescence; actives 0.63% (n = 330,000);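 active = inhibition above that plate's mean sample inhibition plus 3 SD, cut at about 26% in these data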;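 note: 0% = ATP-challenged DMSO wells and 100% = DMSO wells without ATP; some compounds past the cut are filed as inactive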
#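 test system = CHO parental line | reagent = ATP stimulus | measured by = intracellular calcium via Fluo-8 no-wash fluorescent dye | control set = ATP and no-ATP DMSO wells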
# CHO-K1 Ca ag = nonselective activator or artifact in parental CHO-K1 cells | actives 0.48% (n = 360,000) | AID 602248 | Fluo-8 calcium fluorescence; scaled to maximal ATP response, vehicle zero | activation, % at 3 µM; in the data active = activation above about 15%;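 note: untransfected CHO-K1 host cells lacking M1 receptor as counterscreen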
# M1 PAM parental = counter-screen for M1 PAMs: effect in parental CHO-K1 cells; ATP EC20, Fluo-8 calcium fluorescence; 0% at ATP EC20, 100% at ATP max; activation, % at 3 µM; actives 0.02% (n = 360,000);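 active = activation above the run cutoff, the mean activation of all test compounds plus 3 SD, cut at about 40% in these data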;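 note: peak over basal fluorescence ratio in a 140 s read after ATP addition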
# OXTR potentiator = potentiators of human oxytocin receptor | activation, % at 3 µM | P30559 | actives 0.061% (n = 320,000) | CHO-OTR cells, Fluo-8 calcium fluorescence, potentiator mode; 0% = oxytocin EC15, 100% = EC100;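 active = activation above that plate's cutoff, the mean activation of tested compounds plus 3 SD, cut at about 6.6% in these data, passing the limit was not always enough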;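 note: 100% uses oxytocin at 75 nM as the full agonist control; some results filed as inactive read as strong as hits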
#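 Assay system: CHO cell line stably expressing human OTR. Reagent: EC15 oxytocin agonist. Dosing: single dose, 3.0 µM nominal final compound concentration. Timing: compound 6 min at room temperature before oxytocin, 100 s read. Signal: kinetic Fluo-8 calcium fluorescence. Controls: oxytocin EC15 low and EC100 high.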
# TAAR1 antagonist = antagonists of human TAAR1 | AID 624466 | Q96RJ0 | CHO RD-HGA16 TAAR1, Fluo-8 calcium fluorescence, antagonist | inhibition, % at 3 µM | actives 1.5% (n = 360,000);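 active = inhibition above a per-plate cutoff, the mean inhibition of test compounds on that plate plus 3 SD, cut at about 49% in these data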;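 note: 0% = DMSO plus EC80 beta-PEA response and 100% = DMSO alone without agonist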
#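 Assay system: RD-HGA16 CHO cells with stable hTAAR1 and Gα16 / Reagent: EC80 β-phenethylamine stimulus / Doses: 3 µM, single point / Timing: dye loading 75 min at 37 °C, then 30 min room temperature / Measured by: Fluo-8 intracellular calcium dye fluorescence, real-time kinetic reads / Controls: vehicle wells and EC80 agonist wells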
# M1 ag = agonists of human M1 muscarinic receptor. P11229. CHO-K1 hM1, Fluo-8 calcium fluorescence, agonist mode; 0% DMSO, 100% acetylcholine EC100. AID 588814. actives 0.33% (n = 360,000). activation, % at 3 µM;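 active = activation above the run's mean compound activation plus 3 SD, cut at about 16% in these data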;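 note: peak over basal fluorescence ratio within a 140 s kinetic read after compound addition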
# The depositor's hits bear a star; nt = not tested or not shown. Hits appear at their usual frequency; overall some 3.3% were active at least once.
SMILES,TAAR1 ag,CHO-K1 Ca antag,V1R ag counter,CHO parental Ca,CHO-K1 Ca ag,M1 PAM parental,OXTR potentiator,TAAR1 antagonist,M1 ag
CC(=O)NCc1ccc(C(=O)CSc2nnc(C3CC3)n2C2CC2)cc1,6,-8,0.1,-3,-0.2,7,-4,10,-4
CCCc1ccc(OCC(O)CN2CCN(C(=O)OCC)CC2)cc1 (configuration not stated),4,-4,0.0,-1,0.5,13,-5,-23,-7
O=c1cc(O)nc(SC23CC4CC(CC(C4)C2)C3)[nH]1,9,-16,-0.4,1,-0.1,-1,6,3,-2
O=S(=O)(c1cccc(-c2nc3n(n2)Cc2ccccc2-3)c1)N1CCCC1,8,-18,0.0,-20,1.8,28,-2,10,-4
O=C(NNC(=O)OCc1ccccc1)OCc1ccccc1,4,-9,nt,nt,0.8,11,nt,-11,-1
COc1ccc(NC(=O)CN(C)C(=O)/C=C/c2ccc(OCc3ccccc3)cc2)cc1,-1,-16,7.0,-1,3.4,9,-15,13,2
Cc1cc(C(=O)OCC(=O)Nc2cccc(S(=O)(=O)N(C)C)c2)c(C)o1,-1,-10,-0.5,-9,0.9,17,-4,-26,-5
C=CCC(C(=O)OC)(C(=O)OC)c1ccc([N+](=O)[O-])cn1,19,7,0.8,-1,-0.2,-4,7,0,-3
COc1ccccc1NC(=O)CN1C(=O)NC(C)(C)C1=O,5,-9,-0.1,-11,0.5,14,-8,-5,-4
COC(=O)c1c(NC(=O)c2ccc(OC(C)C)cc2)sc2c1CC(C)(C)NC2(C)C,3,-4,2.2,0,1.3,14,-9,-2,-7
CC(C)CCC(C(=O)O)C(C)CC(=O)Nc1ccn(-c2ccccc2)n1 (configuration not stated),0,-16,-0.7,-9,5.9,20,-2,2,-2
O=C(/C=C/c1ccc2c(c1)OCO2)NCCSCc1cccc(Cl)c1,10,-4,0.2,1,1.3,10,1,21,-2
O=C(CCN1CCCCC1)Nc1cccc(Cl)c1,11,-11,2.0,-1,0.4,5,-4,-2,-6
COc1cccc(C(=O)NNC(=O)C(=O)Nc2cccc3ccccc23)c1,3,-3,0.0,3,-0.3,-11,-10,-4,1
Cc1cc(NC(=O)C2CC2)n(-c2nc3ccccc3s2)n1,6,8,-0.9,-26,-0.1,-10,-1,2,-2
Cc1nc(NC(=O)c2ccccc2)sc1-c1csc(Nc2ccc(C(=O)O)cc2)n1,6,-9,nt,nt,0.7,12,nt,47,-1
Cc1cc(C)cc(C(O)c2ncc(-c3ccccc3F)[nH]2)c1 (configuration not stated),9,0,nt,nt,0.3,-10,nt,5,3
COc1cc(C2NC(=O)NC(C)=C2C(=O)OC2CCCCC2)cc(Cl)c1O (configuration not stated),1,-5,-0.1,-12,0.4,8,-11,6,-3
CC(=O)N1CCN(Cc2nc3cc(NC(=O)c4ccccc4)ccc3n2C)CC1,9,9,1.6,13,0.5,-3,-14,-2,-1
Nc1nc(-c2ccc(F)cc2)cs1,-1,-8,0.2,-11,-0.2,14,-4,-9,-3
N=C(N)SCc1ccc(O)c([N+](=O)[O-])c1,-2,-1,-0.2,-7,0.1,0,0,-7,-2
CC(C)C(=O)N1CCC(c2nc(-c3ccc(S(=O)(=O)N4CCN(C)CC4)cc3)no2)CC1,6,-3,1.3,-12,0.8,10,-10,2,-8
N#CCCN(Cc1cccnc1)S(=O)(=O)c1ccc(S(=O)(=O)NC2CCCCC2)cc1,5,-8,1.4,-9,-0.2,-1,-9,10,-6
Cc1ccc(/C=N/NC(=O)c2ccccn2)o1,1,-10,0.5,-5,0.2,-4,7,-1,-6
O=S(=O)(Nc1cccc(-c2ccc(N3CCOCC3)nn2)c1)c1cc(Cl)ccc1Cl,2,-13,1.0,-21,0.4,9,-2,-3,-6
Cc1ccc(N(CC(=O)Nc2ccc3c(c2)OCCO3)S(=O)(=O)c2c(C)noc2C)cc1,11,-5,4.6,-7,3.2,19,-10,42,-2
Cc1ccc(NC(=O)CN2CCC(C(=O)c3ccc(F)cc3)CC2)cc1,7,-8,0.4,-14,0.3,8,-15,-6,-3
O=C(N/N=C/c1ccc(Sc2ccccn2)o1)c1cc2ccccc2cc1O,nt,-20,0.1,-9,2.1,9,0,nt,-1
Cc1cc(C)c(S(=O)(=O)N2CCN(C(=O)C3CCCO3)CC2)c(C)c1 (configuration not stated),2,-9,1.3,-7,2.5,10,0,3,0
COc1ccc(S(=O)(=O)NCCc2nnc3ccc(SCc4cccnc4)nn23)cc1,7,-12,0.1,-13,-0.1,-4,-7,4,-15
Cc1ccc2nc3sc(C(=O)Nc4c(C)[nH]c(=O)[nH]c4=O)c(N)c3cc2c1,4,-1,-0.6,-5,1.7,28,2,-22,-6
O=C(COC(=O)c1cccs1)Nc1ccccc1,0,-24,0.7,1,0.9,24,4,-1,-4
COc1ccc(-c2n[nH]c(=S)n2-c2ccc(C)cc2C)cc1,9,-6,2.4,-20,3.2,18,-11,-2,6
COc1ccc(C(NC(=O)C2CCN(CCCOc3ccccc3)CC2)c2ccccn2)cc1 (configuration not stated),3,-6,nt,nt,0.2,12,nt,-20,-7
CCn1c(COc2ccc(C)cc2)nnc1SCc1nc2ccccc2[nH]1,11,-25,6.9,-12,5.8,10,-7,-6,0
O=C(O)CCC(=O)Nc1ccc(-c2csc(Nc3cccc4ccccc34)n2)cc1,-1,-21,0.1,1,1.1,28,0,16,-6
CCOC(=O)Cc1csc(NC(=O)CSc2nc3cccnc3n2CC)n1,9,9,2.5,-17,2.3,1,-7,-5,-2
COc1ccc(C(=O)NCc2nnc(SCC(=O)N3CCC(C)CC3)o2)cc1OC,2,16,-0.3,-19,-0.1,5,2,-3,2
CCC(=O)c1cccc2c1N=CC1=C(CC(C)(C)CC1=O)N2,0,-15,-0.2,-12,0.5,20,3,-16,-7
CCOC(=O)N1CCN(C(=O)c2ccc(OCC)c(OCC)c2)CC1,4,37*,-0.5,-13,-0.1,-9,-16,-25,-3
Cc1cc(Cl)ccc1C(=O)C1CCCN(C(=O)CCN2CCCO2)C1 (configuration not stated),2,-17,1.2,-9,3.2,5,-12,-26,-7
CCOC(=O)c1c(NC(=O)Cn2nnc(-c3ccccc3Cl)n2)sc(C)c1C,9,-12,-0.6,-5,-0.4,10,-11,7,0
COc1ccc(/C=N/NC(=O)C(Cc2c[nH]c3ccccc23)NC(=O)OCC(C)C)cc1[N+](=O)[O-] (configuration not stated),9,-10,0.0,-12,0.3,13,-18,10,-5
O=C(c1ccco1)N(Cc1ccco1)Cc1cc2ccccc2[nH]c1=O,5,7,3.3,3,0.6,9,-11,4,-6
Cc1ccc(-c2cc3c(nn2)-c2ccccc2C3=O)cc1,2,-9,0.1,-18,1.2,12,-6,4,-4
CCOc1cc(C(=O)Nc2nnc(CC)s2)ccc1OCC(=O)N1CCOCC1,6,-4,5.6,-9,0.6,13,3,22,0
COc1ccccc1-c1cc(C(F)(F)F)nc(S(=O)(=O)CCCC(=O)O)n1,6,-6,0.1,-10,-0.3,16,-6,-11,-5
CCc1cc2c(=O)c(-c3cnn(-c4ccccc4)c3)c(C)oc2cc1OCC(=O)Nc1cccc(C)c1,-1,0,1.1,-10,0.6,5,-8,-2,-5
O=C(Cn1nnc(-c2ccc(CN3CCOCC3)cc2)n1)N(c1ccccc1)c1ccccc1,9,-6,0.3,-14,0.5,-14,-7,5,-4
CCc1cc(-c2nnn(CCC3COCCO3)c2CC)ccc1-c1cn(CCc2c[nH]c3ccccc23)nn1 (configuration not stated),4,4,nt,nt,3.4,11,nt,28,-3
CCOc1ccc(NC(=O)N(CCC(C)C)C(C)c2ccco2)cc1 (configuration not stated),-1,-4,1.6,-9,-0.2,4,5,-14,-9
COc1ccc(C(CC(=O)N2CCOCC2)c2c(O)cc(OC)cc2OC)cc1 (configuration not stated),9,-16,0.6,-6,0.2,21,0,-6,-3
Cc1c(NC(=O)CN2CCC(C(N)=O)CC2)cccc1[N+](=O)[O-],3,4,0.5,-1,0.6,-16,-12,3,-2
Nc1n[nH]c(N)c1N=Nc1ccc(F)cc1,11,-25,0.3,-1,-0.2,22,-9,-17,-1
CC(c1ccon1)N(C)Cc1cn[nH]c1-c1ccc(-c2ccccc2)cc1 (configuration not stated),3,1,-0.2,-18,1.3,4,-9,10,-4
CCOC(=O)C1(Cc2ccccc2C)CCCN(C(=O)CCc2cccnc2)C1 (configuration not stated),2,-18,3.0,-27,1.0,11,2,11,-2
CCOC(=O)C1CCCN(C(=O)CNC(=O)Cn2ccc3ccccc3c2=O)C1 (configuration not stated),16,1,-0.1,8,0.1,-4,0,2,1
O=C(Nc1nnc(-c2ccccc2)o1)Nc1ccccc1Cl,0,2,0.3,0,0.6,12,1,-6,0
Cc1nn2c(-c3ccc(F)cc3)ccnc2c1Br,-1,-11,-1.1,-9,0.9,8,-9,-15,-2
Cc1cnc(NC(=O)CSc2ccc(Cl)cc2)s1,9,-1,0.7,6,0.1,4,-10,-11,-4
O=S(=O)(c1cccc(S(=O)(=O)N2CCOCC2)c1)N1CCCCC1,2,10,-0.1,3,-0.1,-3,4,6,-2
COc1ccccc1N1CCN(C(=O)CCc2nnc3ccc(N4CCOCC4)nn23)CC1,3,-11,0.1,-4,2.6,-5,-12,0,-4
CCc1ccc(NC(=O)C2CCC(CNC(=O)[C@@H]3Cc4ccccc4CN3)CC2)cc1 (some centres not stated),12,-15,6.2,-25,5.1,-2,-10,3,-2

# Four compounds from above, showing only OXTR potentiator and CHO parental Ca:
molecule	OXTR potentiator	CHO parental Ca
CC(C)CCC(C(=O)O)C(C)CC(=O)Nc1ccn(-c2ccccc2)n1 (configuration not stated)	-2	-9
CCOC(=O)C1CCCN(C(=O)CNC(=O)Cn2ccc3ccccc3c2=O)C1 (configuration not stated)	0	8
COc1ccc(-c2n[nH]c(=S)n2-c2ccc(C)cc2C)cc1	-11	-20
CCOC(=O)C1(Cc2ccccc2C)CCCN(C(=O)CCc2cccnc2)C1 (configuration not stated)	2	-27
